HSF1 inh – HSF1 inhibition. NIH3T3-HGL HSE-luciferase, MG132-induced, luminescence 8 h; stronger effect = lower value. hit rate 0.77% among 300,000. activity change, negative = inhibition, % at 7.5 µM (by protocol);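 active = more than half of replicate wells show activity change below -50%, luminescence cut by over half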;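 note: luciferase reports HSF-1 transcriptional activity via heat shock element; 0% = median of DMSO wells and -100% = zero luminescence signal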
AI-2 QS mod – modulates the Vibrio harveyi AI-2 quorum sensing system; AID 2094; hit rate 0.4% among 300,000; Vibrio harveyi JMH597 AI-2 luminescence/OD600 ratio, 9 h; stronger effect = lower value; strain lacks LuxN and CqsS sensors; 0 = neutral-control median; activity change, % at 7.5 µM; in the data active = activity change below about -75%, passing the limit was not always enough;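 note: luminescence divided by OD600 gain over 9 h not by final OD600 alone; inactives centre near 13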
KLF5 inh – suppresses KLF5 promoter-driven expression. hit rate 0.23% among 290,000. DLD-1 KLF5 promoter-luciferase reporter, luminescence. inhibition, % at 5 µM;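 active = inhibition above a per-plate limit of that plate's mean compound inhibition plus 3 SD, cut at about 60% in these data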;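 note: 0% = DMSO wells and 100% = LY294002 at 200 µM; higher means less KLF5 promoter-driven luciferase light; inactives centre near -14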
GSK3 alpha inh – human GSK-3 alpha kinase inhibition; P49840; ADP-Glo luminescence, 60 min; inhibition, % at 10 µM; hit rate 0.1% among 320,000; AID 2650;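 in the data active = inhibition above about 50%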;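 note: GST-tagged GSK-3 alpha with peptide substrate and 25 µM ATP; 0% = DMSO neutral wells and 100% = GW8510 positive control wells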
Target sequence (P49840 whole entry, looked up): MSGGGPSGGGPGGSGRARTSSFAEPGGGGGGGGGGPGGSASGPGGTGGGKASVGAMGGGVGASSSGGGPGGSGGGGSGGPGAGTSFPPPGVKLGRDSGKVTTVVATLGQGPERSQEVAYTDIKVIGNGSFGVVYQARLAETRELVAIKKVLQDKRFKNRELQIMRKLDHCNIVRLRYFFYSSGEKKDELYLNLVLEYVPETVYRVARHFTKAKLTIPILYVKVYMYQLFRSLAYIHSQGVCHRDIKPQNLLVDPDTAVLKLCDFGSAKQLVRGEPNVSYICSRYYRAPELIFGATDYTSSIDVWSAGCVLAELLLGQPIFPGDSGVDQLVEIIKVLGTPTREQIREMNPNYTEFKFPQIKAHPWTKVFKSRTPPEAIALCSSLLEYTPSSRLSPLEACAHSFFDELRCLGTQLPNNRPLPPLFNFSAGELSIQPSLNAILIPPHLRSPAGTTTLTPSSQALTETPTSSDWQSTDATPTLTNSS
HIF activator – HIF pathway transcriptional activation | U2OS HRE-luciferase reporter, luminescence; normalized: DMSO 0%, desferrioxamine 100% | activation, % at 7.5 µM (by protocol) | hit rate 0.32% among 300,000;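 active = mean activation of at least 10% of the iron chelator positive control signal, with at least half of replicates also reaching 10%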
HSP90 inh – inhibitors of HSP90 luciferase refolding in rabbit reticulocyte lysate | luciferase refolding luminescence, 3 h | inhibition, % at 5.6 µM | hit rate 0.91% among 290,000 | AID 1789;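 active = inhibition above the screen-wide mean plus 3 SD, computed separately per campaign, cut at about 16% in these data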;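 note: 0% = DMSO wells and 100% = 60 µM geldanamycin wells; inhibitors lower the luminescence because luciferase stays unfolded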
aSyn UTR inh – 5' untranslated region of α-synuclein, MLPCN primary screen; alpha-synuclein 5'UTR reporter, inhibitor activity; hit rate 0.82% among 300,000; inhibition, % (tested at 7.5 µM); AID 1813; in the data active = inhibition above about 60%;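 note: H4 neuroglioblastoma cells stably carrying SNCA 5'UTR luciferase fusion; 0% = DMSO wells and 100% = positive control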
HSF1 activator – increases HSF-1 driven luciferase reporter signal; NIH3T3-HGL HSF-1 luciferase reporter, MG132, 8 h; 100% = twice DMSO control signal; activation, % at 9 µM; hit rate 1.7% among 300,000; AID 504408;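 active = mean replicate activation of at least 50% with a set share of replicates each reaching 50%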;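 note: 0% = median of the neutral control wells and 100% = twice that signal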
IEC-6 cytotox – counter-screen for KLF5 inhibitors: cytotoxicity in IEC-6 cells; IEC-6 cytotoxicity, luminescence viability; inhibition, % at 5 µM; hit rate 0.78% among 290,000; AID 1825; in the data active = inhibition above about 22%;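 note: 0% = plate median of test compound wells and 100% = cytotoxic reference compound wells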
GSK3B inh – inhibitors of human GSK3beta kinase; P49841; GST-GSK3beta kinase, ADP-Glo luminescence, 60 min; stronger effect = lower value; activity score (negative = inhibition), % at 10 µM; hit rate 0.038% among 300,000; AID 2097;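 active = more than half of replicate wells score below -50%, meaning over 50% inhibition versus plate controls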;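 note: 0% = median DMSO wells and -100% = median GW8510 positive control wells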
Target sequence (P49841 whole entry, looked up): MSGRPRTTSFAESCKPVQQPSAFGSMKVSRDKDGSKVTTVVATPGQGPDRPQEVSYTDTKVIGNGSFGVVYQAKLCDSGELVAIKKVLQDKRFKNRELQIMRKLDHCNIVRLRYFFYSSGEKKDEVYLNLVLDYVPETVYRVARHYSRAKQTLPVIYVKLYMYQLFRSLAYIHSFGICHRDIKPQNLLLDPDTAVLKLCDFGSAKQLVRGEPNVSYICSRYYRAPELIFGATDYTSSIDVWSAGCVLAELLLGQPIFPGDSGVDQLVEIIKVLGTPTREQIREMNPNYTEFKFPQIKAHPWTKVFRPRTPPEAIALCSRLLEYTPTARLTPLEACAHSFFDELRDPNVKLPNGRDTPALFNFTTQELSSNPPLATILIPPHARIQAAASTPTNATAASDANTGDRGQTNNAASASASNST
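test system = GST-tagged human GSK3beta kinase, cell-free | reagent = 25 µM ATP with peptide substrate | dosing = one dose of 10 µM per compound | schedule = 60 min reaction, RT | detection = luminescent ADP-Glo measurement of ADP formed | control set = DMSO neutral wells and GW8510 at 20 µM as positive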
Active calls of the source: *; x = no result given.

Start of the data: the first two entries, ahead of the listing:
Key to letters: A = HSF1 inh; B = AI-2 QS mod; C = KLF5 inh; D = GSK3 alpha inh; E = HIF activator; F = HSP90 inh; G = aSyn UTR inh; H = HSF1 activator; I = IEC-6 cytotox; J = GSK3B inh
> C=CCn1c(O)c(C(CC)=NCCN2CCOCC2)c(=O)[nH]c1=O
  A = -5.1 | B = 22.4 | C = 0.4 | D = 5.5 | E = -0.4 | F = 3.9 | G = 6.9 | H = -4.5 | I = -1.8 | J = 2.0
> O=C(Nc1ccc(OC(F)(F)F)cc1)c1[nH]ncc1[N+](=O)[O-]
  A = -3.7 | B = -2.6 | C = -54.6 | D = 8.5 | E = -0.8 | F = 1.9 | G = 52.4 | H = 1.7 | I = -4.1 | J = -2.4

This part in full, previewed entries included:
Key to letters: A = HSF1 inh; B = AI-2 QS mod; C = KLF5 inh; D = GSK3 alpha inh; E = HIF activator; F = HSP90 inh; G = aSyn UTR inh; H = HSF1 activator; I = IEC-6 cytotox; J = GSK3B inh
> C=CCn1c(O)c(C(CC)=NCCN2CCOCC2)c(=O)[nH]c1=O
  A = -5.1 | B = 22.4 | C = 0.4 | D = 5.5 | E = -0.4 | F = 3.9 | G = 6.9 | H = -4.5 | I = -1.8 | J = 2.0
> O=C(Nc1ccc(OC(F)(F)F)cc1)c1[nH]ncc1[N+](=O)[O-]
  A = -3.7 | B = -2.6 | C = -54.6 | D = 8.5 | E = -0.8 | F = 1.9 | G = 52.4 | H = 1.7 | I = -4.1 | J = -2.4
> COc1cccc2sc(N(CCCN(C)C)C(=O)COc3ccc(Cl)cc3)nc12
  A = -2.3 | B = 15.0 | C = -32.2 | D = 3.0 | E = 0.5 | F = -0.5 | G = -3.5 | H = 13.9 | I = -0.1 | J = -7.4
> O=C(O)Cn1c(SCCOc2ccccc2F)nc2ccccc21
  A = 2.4 | B = 14.8 | C = -26.5 | D = -3.4 | E = -0.1 | F = 0.0 | G = 9.2 | H = 24.0 | I = -1.9 | J = 3.2
> CC1CCCN(S(=O)(=O)c2ccc(S(=O)(=O)N3CCCN(Cc4ccccc4)C3)cc2)C1 (stereo unspecified)
  A = -5.4 | B = 17.8 | C = x | D = x | E = -0.7 | F = x | G = 39.5 | H = -16.0 | I = x | J = -1.0
> O=C(c1ccccc1)N1CCCCCC1
  A = -7.7 | B = 8.4 | C = -20.4 | D = 1.0 | E = -0.2 | F = -3.3 | G = -4.2 | H = -10.6 | I = 4.9 | J = 4.1
> Cc1cccc(-c2nc(S(=O)(=O)c3ccccc3)c(N3CCOCC3)o2)c1
  A = 6.0 | B = 8.3 | C = -17.5 | D = 0.2 | E = 0.5 | F = -2.5 | G = -1.1 | H = 9.1 | I = -3.8 | J = -2.8
> Cc1ccc(/C=N/NC(=O)Cc2cccs2)o1
  A = -6.5 | B = 11.7 | C = -24.4 | D = -6.4 | E = -0.9 | F = -3.0 | G = 34.3 | H = -11.6 | I = -3.7 | J = 7.5
> O=C(NCc1ccco1)C1CCCN(S(=O)(=O)c2cccc3cccnc23)C1 (stereo unspecified)
  A = -3.7 | B = 11.0 | C = -14.9 | D = -3.8 | E = 0.0 | F = -3.1 | G = 18.6 | H = 12.3 | I = -6.0 | J = 1.8
> CCOC(=O)N1CCC(NC(=O)CN2C(=O)CSc3ncccc32)CC1
  A = 2.2 | B = -6.1 | C = -10.6 | D = 7.5 | E = x | F = 1.3 | G = 4.8 | H = 24.0 | I = 2.1 | J = 3.4
> CCOC(=O)c1c(C(C)(C)C)oc2ccc(O)cc12
  A = x | B = x | C = -18.4 | D = 14.4 | E = x | F = -2.3 | G = x | H = x | I = -11.3 | J = x
> O=[N+]([O-])c1ccc(/C=[N+](\[O-])CCO)o1
  A = 8.1 | B = -69.8 | C = -8.3 | D = -4.9 | E = -1.0 | F = 2.9 | G = -2.7 | H = -0.1 | I = 6.2 | J = -0.3
> C[C@H](NC(=O)c1nc[nH]c1C(=O)NCC(=O)OC(C)(C)C)C(=O)OCc1ccccc1
  A = 6.0 | B = 14.4 | C = -9.6 | D = 4.1 | E = -0.1 | F = -2.8 | G = 14.7 | H = -12.0 | I = -5.4 | J = -0.4
> COc1ccccc1/C=C(/C(=O)OCC(=O)Nc1ccc(N(C)C)cc1)c1ccccc1
  A = 1.4 | B = 38.1 | C = -14.5 | D = -0.3 | E = 0.2 | F = 0.8 | G = 1.4 | H = 5.1 | I = -1.6 | J = 0.2
> Cc1cccc(NC(=O)c2ccc3[nH]c(=O)c(=O)[nH]c3c2)n1
  A = -1.5 | B = 27.7 | C = -18.0 | D = 1.3 | E = 0.7 | F = -4.7 | G = -26.3 | H = -2.8 | I = -6.3 | J = 6.2
> CC1CCc2cc(F)ccc2N1C(=O)CSc1nnc2c3cc(F)ccc3n(C)c2n1 (stereo unspecified)
  A = x | B = 25.4 | C = -9.6 | D = -5.0 | E = -0.4 | F = -3.3 | G = 10.4 | H = x | I = -2.7 | J = -3.9
> CCOC(=O)c1cnc2c(C)c(Cl)ccc2c1N1CCOCC1
  A = -23.5 | B = 9.6 | C = -37.4 | D = -4.3 | E = 0.3 | F = 0.2 | G = 30.1 | H = -40.6 | I = -7.6 | J = 0.8
> Cc1ccccc1OCC(=O)NCCc1nc2ccccc2[nH]1
  A = 0.9 | B = 7.4 | C = -4.6 | D = 0.3 | E = 0.7 | F = 1.0 | G = -10.5 | H = -7.2 | I = -4.5 | J = 1.2
> Cc1ccc(S(=O)(=O)N2CCCOC2CNC(=O)C(=O)NCCCn2ccnc2)cc1 (stereo unspecified)
  A = -2.7 | B = 12.2 | C = -0.8 | D = 3.2 | E = -0.3 | F = -8.1 | G = 28.4 | H = -1.6 | I = 1.2 | J = -2.5
> CC(C)n1cc(/C=C2/NC(=O)NC2=O)c2ccccc21
  A = 10.1 | B = -1.2 | C = -13.3 | D = 4.8 | E = -0.7 | F = 9.7 | G = 5.1 | H = 10.4 | I = 0.5 | J = -5.2
> CC1CCCCN1CCNC(=O)C1CCN(S(=O)(=O)N2CCCCC2)CC1 (stereo unspecified)
  A = -9.3 | B = 17.4 | C = -14.9 | D = -1.9 | E = -0.3 | F = 0.8 | G = -2.8 | H = -3.5 | I = -0.3 | J = 1.8
> CC(C)C[C@H](NC(=O)c1nc[nH]c1C(=O)N1CCc2ccccc2C1)C(=O)OC(C)(C)C
  A = 0.1 | B = 13.9 | C = x | D = 0.8 | E = -1.1 | F = x | G = 22.6 | H = 3.0 | I = x | J = 0.8
> COc1ccccc1C(=O)N/C(=C\c1ccccc1)C(=O)NC(Cc1ccccc1)C(=O)O (stereo unspecified)
  A = -6.1 | B = 3.0 | C = -13.4 | D = -3.5 | E = 0.1 | F = 5.1 | G = 3.2 | H = -8.0 | I = 2.5 | J = -2.5
> Cc1ccc(CCNC(=O)CNS(=O)(=O)c2ccc3nc(C)sc3c2)cc1
  A = -0.3 | B = 24.7 | C = -11.6 | D = 0.5 | E = 0.2 | F = -5.6 | G = 0.1 | H = -5.9 | I = 0.3 | J = -2.8

An excerpt from above in order of number of heavy atoms, ascending.
Key to letters: A = HSF1 inh; B = AI-2 QS mod; C = KLF5 inh; D = GSK3 alpha inh; E = HIF activator; F = HSP90 inh; G = aSyn UTR inh; H = HSF1 activator; I = IEC-6 cytotox; J = GSK3B inh
> O=C(c1ccccc1)N1CCCCCC1
  A = -7.7 | B = 8.4 | C = -20.4 | D = 1.0 | E = -0.2 | F = -3.3 | G = -4.2 | H = -10.6 | I = 4.9 | J = 4.1
> CC(C)n1cc(/C=C2/NC(=O)NC2=O)c2ccccc21
  A = 10.1 | B = -1.2 | C = -13.3 | D = 4.8 | E = -0.7 | F = 9.7 | G = 5.1 | H = 10.4 | I = 0.5 | J = -5.2
> O=C(Nc1ccc(OC(F)(F)F)cc1)c1[nH]ncc1[N+](=O)[O-]
  A = -3.7 | B = -2.6 | C = -54.6 | D = 8.5 | E = -0.8 | F = 1.9 | G = 52.4 | H = 1.7 | I = -4.1 | J = -2.4
> Cc1ccccc1OCC(=O)NCCc1nc2ccccc2[nH]1
  A = 0.9 | B = 7.4 | C = -4.6 | D = 0.3 | E = 0.7 | F = 1.0 | G = -10.5 | H = -7.2 | I = -4.5 | J = 1.2
> C[C@H](NC(=O)c1nc[nH]c1C(=O)NCC(=O)OC(C)(C)C)C(=O)OCc1ccccc1
  A = 6.0 | B = 14.4 | C = -9.6 | D = 4.1 | E = -0.1 | F = -2.8 | G = 14.7 | H = -12.0 | I = -5.4 | J = -0.4

Bioassay records as filed in PubChem.
